# HP1b binding inh: HTS for Inhibitors of HP1-beta Chromodomain Interactions with Methylated Histone Tails; Chromobox protein homolog 1 (Homo sapiens), P83916; AlphaScreen HP1-beta / biotin-H3K9me3 peptide binding; Potency, µM (top dose mostly 114 µM), for the others: at the highest dose activity change, negative = inhibition, hits mostly inhibitors; 390,000 tested, 0.56% active; note: nearly all actives have a fitted effect of over 70% in size; inactives centre near 23
#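 Compound inhibition of the preformed complex between 50 nM HP1-beta and 50 nM biotinylated H3K9me3 peptide was read by AlphaScreen. Buffer was PBS pH 7.4 with 0.01% Tween-20. Incubations ran 30 min at room temperature, with 10 ug/mL donor/acceptor beads.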
# PGK inhibitor: qHTS Assay to Find Inhibitors of Phosphoglycerate Kinase; Phosphoglycerate kinase, glycosomal (Trypanosoma brucei brucei), P07378; PGK/GAPDH coupled, Kinase-Glo luminescence, 60 min; Potency, µM (titrated, usually from 57.5 µM), for inactives: top-dose activity change, negative = inhibition, usual class: inhibitors; 380,000 tested, 0.043% active; note: % is set by controls: 0 for no effect and ±100 for the full control effect; nearly all actives have a fitted effect of over 60% in size
#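 Recombinant glycosomal PGK reaction used 1,3-bisphosphoglycerate generated in-well by GAPDH (100nM final) in 100mM TEA pH 7.6, 5mM MgCl2, 0.01% Tween-20. After 60 minutes at room temperature, ATP was read by Kinase-Glo Plus luminescence end-point.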
# Pol iota inh: qHTS for Inhibitors of Polymerase Iota; Potency, µM (series often up to 115 µM), inactives show at the highest dose activity, negative = inhibition, most hits filed as inhibitors; AID 588590, 2011; Pol iota fluorescent replication assay, 10 min; 390,000 tested, 1% active; DNA polymerase iota (Homo sapiens), Q9UNA4
# Target sequence (Q9UNA4 whole entry, looked up): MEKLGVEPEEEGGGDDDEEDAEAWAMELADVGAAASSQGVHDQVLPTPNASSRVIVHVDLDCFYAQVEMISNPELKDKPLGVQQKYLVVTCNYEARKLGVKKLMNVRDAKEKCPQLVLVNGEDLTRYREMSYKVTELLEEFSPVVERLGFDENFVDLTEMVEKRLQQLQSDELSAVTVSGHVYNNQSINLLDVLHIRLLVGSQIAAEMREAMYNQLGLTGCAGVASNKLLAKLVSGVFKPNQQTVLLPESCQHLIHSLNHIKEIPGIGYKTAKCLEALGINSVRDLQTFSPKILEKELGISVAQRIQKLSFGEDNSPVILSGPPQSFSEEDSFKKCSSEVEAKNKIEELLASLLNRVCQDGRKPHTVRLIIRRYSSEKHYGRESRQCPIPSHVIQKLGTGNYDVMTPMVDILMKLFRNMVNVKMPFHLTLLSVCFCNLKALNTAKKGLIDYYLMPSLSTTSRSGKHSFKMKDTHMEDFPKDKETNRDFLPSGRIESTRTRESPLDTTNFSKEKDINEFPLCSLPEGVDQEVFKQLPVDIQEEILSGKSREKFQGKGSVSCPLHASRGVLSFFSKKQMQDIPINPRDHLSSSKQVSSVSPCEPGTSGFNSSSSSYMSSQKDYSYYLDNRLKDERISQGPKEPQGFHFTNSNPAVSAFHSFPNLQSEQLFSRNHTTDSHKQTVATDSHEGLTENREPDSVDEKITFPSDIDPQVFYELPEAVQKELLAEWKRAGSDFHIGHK
#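 Fluorescent replication assay read twice, at 0 min and 10 min after adding 50 nM (final) substrate. Enzyme (10 nM) and compounds were first incubated 15 min at room temperature; enzyme-free buffer wells were negative controls.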
# Pin1 inhibitor: qHTS Assay to Find Inhibitors of Pin1; Peptidyl-prolyl cis-trans isomerase NIMA-interacting 1 (Homo sapiens), Q13526; Pin1 FP peptide displacement, HiFluor488, 10 min; 390,000 tested, 0.009% active; AID 504891, 2011; Potency, µM (highest dose often 115 µM), for inactives: at the highest dose activity, negative = inhibition, hits mostly inhibitors; active = well fitted inhibition curve with a large enough effect in the polarisation, with a control signal flat, not every such curve was filed as active; inconclusive = small, poorly fitted or top-dose-only effect, or effect the other way, or a change in a side signal; inactive = no such curve, though single readings can be large or run the other way; the % refers to the polarisation; note: % is set by controls: 0 for no effect and ±100 for the full control effect
# G9a inh: qHTS Assay for Inhibitors of Histone Lysine Methyltransferase G9a | 350,000 tested, 8.8% active | Potency, µM (series often up to 102 µM), inactives show at the highest dose activity, negative = inhibition, actives largely listed as inhibitors | AID 504332, 2011 | G9a H3K9 monomethylation, AlphaScreen, 2 h; note: % is set by controls: 0 for no effect and ±100 for the full control effect; nearly all actives have a fitted effect of over 75% in size
# Target sequence (Q96KQ7 913-1193 limits assumed): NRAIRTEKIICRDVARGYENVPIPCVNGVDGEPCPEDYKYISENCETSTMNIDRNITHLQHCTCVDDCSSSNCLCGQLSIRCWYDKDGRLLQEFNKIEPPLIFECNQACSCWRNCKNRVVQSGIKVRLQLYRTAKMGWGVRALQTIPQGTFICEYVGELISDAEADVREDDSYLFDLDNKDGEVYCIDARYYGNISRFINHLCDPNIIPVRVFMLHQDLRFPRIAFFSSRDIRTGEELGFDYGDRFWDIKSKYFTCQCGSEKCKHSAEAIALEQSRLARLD
#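 Signal arises when biotinylated H3K9 peptide, once monomethylated, bridges streptavidin donor and antibody-captured acceptor beads. Enzyme at 20 nM was preincubated 15 min with test compounds; peptide 500 nM and SAM 20 uM then reacted for 2 h.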
# BLM helicase inh: qHTS Assay for Inhibitors of Bloom's syndrome helicase (BLM); RecQ-like DNA helicase BLM (Homo sapiens), P54132; Potency, µM (doses to about 56.1 µM), inactives show at the top dose activity change, negative = inhibition, usual class: inhibitors; AID 2528, 2010; 350,000 tested, 0.2% active; recombinant BLM DNA unwinding, fluorescence dequenching;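 note: plate controls were vehicle for no effect and no enzyme for full effect; nearly all actives have a fitted effect of over 35% in size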
# BAZ2B block: qHTS Assay for Inhibitors of BAZ2B. AID 504333, 2011. Potency, µM (titrated, usually from 114 µM), for inactives: at the top dose activity change, negative = inhibition, most hits filed as inhibitors. AlphaScreen BAZ2B-H3K14Ac peptide displacement. 360,000 tested, 4.4% active; note: % is set by controls: 0 for no effect and ±100 for the full control effect; nearly all actives have a fitted effect of over 60% in size
#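 Inhibition is scored as reduced AlphaScreen emission. The BAZ2B/b-H3(5-23)K14Ac complex (50 nM each) in PBS pH 7.4, 0.01% Tween-20 meets compound (up to 110 uM) for 30 min at RT before bead addition.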
# JMJD2A Tudor inh: qHTS Assay for Inhibitors of JMJD2A-Tudor Domain. AlphaScreen JMJD2A-Tudor / H3K4me3 peptide binding. Lysine-specific demethylase 4A (Homo sapiens), O75164. Potency, µM (series often up to 114 µM), inactives show at the highest dose activity change, negative = inhibition, actives largely listed as inhibitors. 390,000 tested, 4.4% active. AID 504339, 2011; note: % is set by controls: 0 for no effect and ±100 for the full control effect; nearly all actives have a fitted effect of over 50% in size
# GLS inh: qHTS for Inhibitors of Glutaminase (GLS); Glutaminase kidney isoform, mitochondrial (Homo sapiens), O94925; GLS enzymatic activity, qHTS titration; Potency, µM (highest dose often 45.5 µM), for the others: at the top dose activity change, negative = inhibition, most hits filed as inhibitors; 410,000 tested, 0.21% active; AID 624170, 2012; note: % is set by controls: 0 for no effect and ±100 for the full control effect
#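 hKGA; 45 mM KH2PO4 pH 8.2 + 0.02% Tween-20; cpd via pin tool; 1 mM Gln soln; GluOx/HRP/Amplex Red; RT 30 min; fluor. t0 & final.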
# * marks the source's active call; other numbers are inactive results; i = inactive; ? = inconclusive; nt = no result given; & = joins results of further samples; [ ] = another dose, or the depositor's remark. Unless noted, calls come from the whole dose curve; as a rule, active = well fitted curve in the direction sought with a large enough effect; inconclusive = small, poorly fitted or top-dose-only effect, or another doubt; inactive = no such curve, though single readings can be large; an effect the other way counts as inactive or inconclusive. Potency is the fitted concentration of half-maximal effect. Only part of the results is shown; count on the stated rates, not on these rows.
SMILES,HP1b binding inh,PGK inhibitor,Pol iota inh,Pin1 inhibitor,G9a inh,BLM helicase inh,BAZ2B block,JMJD2A Tudor inh,GLS inh
CCN(CC)C(=O)c1sc(NC(=S)N2CCN(C(=O)C3CCCO3)CC2)c(C(=O)OC)c1C (stereo not given),27%,-2%,23%,-5%,50µM*,-2%,2%,-17%,22%
CCOCCCn1c(C)nc2c(c1=O)c1nc3ccccc3nc1n2CCC1=CCCCC1,35%,11%,8%,19%,-5%,-1%,9%,20%,14%
Cc1ccc(-c2cc(C(=O)N3CCN(c4ccccc4O)CC3)c3ccccc3n2)o1,-1%,2%,32%[activator],?,?,-10%,?,?,-3%
COc1ccc(C)cc1S(=O)(=O)N(C)CC(=O)NCc1ccco1,26%,-4%,?,-2%,?,-2%,-6%,-24%,4%
O=C(c1cccnc1)N1CCCc2ccccc21,30%,5%,8%[58.9 µM],-10%,-6%,1%,9%,-1%,-2%
Cc1cccc(-n2c(O)c(C=Nc3ccc(O)cc3)c3ccccc3c2=O)n1,10%,-3%,0%,4%,50µM*,-5%,?,-24%,18%
COC(=O)C1CN(C(=O)C(C)Oc2ccccc2F)c2ccccc2O1 (stereo not given),19%,-10%,34%[activator],-7%,-134%,-8%,1%,-5%,0%
COC(=O)[C@@H](CC(C)C)N(Cc1ccccc1)S(=O)(=O)N(Cc1ccccc1)[C@@H](CC(C)C)C(=O)OC,29%,-1%,-13%&19%,0%,nt,nt,nt,5%,1%
CCN(CC)S(=O)(=O)c1ccc(N=Cc2c(C)c(C#N)c(=O)n(C)c2O)cc1,39%,5%,10%,?,?,-14%,-7%,5%,14%
Cc1ccc(C2=NOC(C)(c3sc(-c4ccc(Cl)cc4)nc3C)C2)cc1 (stereo not given),80%[activator],-2%,24%,-1%,nt,nt,nt,28%,0%
CSCCC(NC(=O)c1ccccc1Cl)C(=O)N1CCN(c2ccccn2)CC1 (stereo not given),11%,i,25%,-1%,nt,nt,nt,-17%,-1%
CN1C[C@@H]2[C@@H]3C(=O)N(Cc4ccccc4)C(=O)[C@@H]3[C@](Cc3ccccc3)(C1=O)N2C(=O)c1ccc(Cl)c(Cl)c1,13%,-5%,19%,21%,nt,nt,nt,-32%,-1%
COc1ccc(NC(=O)c2cc(Cl)ccc2NC(=O)c2ccco2)c(OC)c1,42%[activator],-3%,0%,3%,-11%,-6%,-17%,?,1%
COc1ccccc1[C@@H]1C(c2ccccc2)=NN(c2ccc(Br)cc2)[C@H]1C(=O)N1CCOC1=O,83%[activator],-14%,1%,23%,95%[activator][59 µM],-6%,nt,22%,-5%
COc1ccc2ccccc2c1/C=N/NC(=S)NCCN1CCOCC1,-23%,-11%,?,0%,?,-5%,-35%,?,26%
CSc1cc(C)n(-c2ccccc2C)c(=S)c1C(C)=O,24%,5%,0%,1%,9%,1%,-5%,1%,3%
COc1ccc(CCNc2nc(-c3ccc(F)cc3)cc(C(F)(F)F)n2)cc1OC,74%[activator],-1%,3%,11%,25%[59 µM],-6%,23%,6%,-4%
CC(=O)c1sc(NC(=O)CCOc2ccccc2)nc1C,32%,-9%,41%[activator],1%,-28%,-7%,-18%,-16%,2%
Cc1c(C(=O)OCC(=O)NCC2CCCO2)cccc1[N+](=O)[O-] (stereo not given),15%[57 µM],-3%,14%,-4%,-3%,0%,-10%,-8%,9%
Cn1nc(C(=O)Nc2cc(Cl)ccc2N2CCCC2)c2ccccc2c1=O,-15%,-1%,10%,1%,?,nt,?,?,1%
O=c1ccc(C(F)(F)F)cn1Cc1cc(=O)n2cc(Br)ccc2n1,17%,2%,?,15%,4.5µM*,-17%,79µM*,-30%,-7%
Cn1c(=O)c2c(SCC(=O)Nc3ccc4c(c3)OCCO4)nc(CC(C)(C)C)nc2n(C)c1=O,26%,-6%,10%,-3%,-5%[59 µM],-3%,3%,-24%,-6%
O=C(CCCn1cc([N+](=O)[O-])cn1)Nc1ccc2c(c1)OCO2,15%,0%,11%,0%,1%,-4%,-1%,-3%,3%
COc1ccc(Cl)cc1NC(=O)c1oc(C)nc1C,-12%,-9%,?,12%,11%[12.7 µM],-7%,-6%,?,5%
COc1ccc(N(CC(=O)NCCSc2ccccc2)S(C)(=O)=O)cc1,23%,2%,18%,-2%,-1%,-3%,-13%,-1%,0%
CCOc1ccc(C(=O)Nn2cnnc2)cc1,25%,-11%,85%[activator],0%,-9%,0%,-5%,-19%,3%
CCOC(=O)C1(Cc2ccccc2C)CCCN(C(=O)CSC)C1 (stereo not given),50%[activator],-6%,-11%,-1%,nt,nt,nt,-9%,-3%
CCOC(=O)CSc1nnc(-c2nnc(SCC(=O)OCC)n2CC)n1CC,50%[activator],-1%,18%,0%,2%[2.33 µM],-2%,10%,-5%,nt
Cn1c(-c2ccco2)n[nH]c1=S,22%,0%,30%,-3%,4.5µM*,3%,-13%,7.9µM*,?
CCOC(=O)C1CCCN(CCC(=O)Nc2ccc(Br)c(C)c2)C1 (stereo not given),25%,i,12%,2%,3%[59 µM],-13%,-2%,-10%,-4%
Cc1cccc(C)c1OC(=O)c1ccccc1,111%[activator],-7%,2%,-4%,nt,nt,nt,37%[activator],-12%
O=C(CN1C2CCCC1CC(NC(=O)c1ccccc1)C2)NC1CC1 (stereo not given),28%,-4%,14%,4%,-23%,-4%,-15%,11%,2%
Cc1ccccc1-c1noc(CCC(=O)NC2CCCCC2)n1,21%,0%,25%,50%[activator],-5%[59 µM],-1%,2%,0%,-21%
O=C(Nc1ccccn1)C12CC3CC(CC(C3)C1)C2,23%,5%,29%,4%,?,3%,-31%,-5%,-3%
Fc1ccc(-c2cc(C(F)(F)F)nc(-n3cccn3)n2)cc1,38%,-4%,-19%,0%,-9%[59 µM],-2%,-3%,3%,0%
CN(C)c1ccc(C(=S)N2CCN(Cc3ccccc3)CC2)cc1,?,-1%,18%,3%,8.9µM*,-7%,35µM*,56µM*,12%
COc1ccc(CCNC(=O)C2CCN(S(=O)(=O)N3CCCCC3)CC2)cc1OC,42%[activator],-10%,28%,-5%,11%,3%,-2%,-9%,4%
O=c1[nH]c2c(oc3ccccc32)c(=O)n1Cc1ccccc1,5%,-2%,?,0%,23%,-9%,1%,-14%,-13%
COc1ccc(/C=C/c2ccc3cccc(O)c3n2)cc1Br,37%,nt,-15%,11%,35%,-8%,-37%,-23%,9%
CCN(c1ccccc1)S(=O)(=O)c1cccc(C(=O)NCC(c2ccco2)N2CCCC2)c1 (stereo not given),-6%,2%,1%,2%,23%,-5%,-20%,-26%,-2%
COc1ccc(NC(=O)c2cccc(OS(=O)(=O)N(C)C)c2)cc1,29%,i,12%,-4%,nt,3%,-12%,3%,-8%
CC(=O)c1cccc(NC(=O)CN2C(=S)NC(C)(C)CC2C)c1 (stereo not given),6%,8%,110%[activator],-2%,32µM*,-5%,-18%,12%,-10%
O=C(NCC(=O)N1CCC2(CC1)NCCc1[nH]cnc12)c1ccc(Br)cc1,21%,4%,-23%,-8%,10%[59 µM],-2%,-3%,-13%,9%
O=C(c1ccc(Cl)cc1)c1cnc(-c2ccccc2)s1,11%,-10%,13%,2%,5%[0.0925 µM],-5%,-1%,-11%,1%
CC(OC(=O)c1ccccc1O)C(=O)Nc1cccc(Cl)c1 (stereo not given),41%[activator],7%,6%,4%,-17%,-10%,-3%,-3%,4%
COC(=O)c1ccc(COn2c(=O)c(C)[n+]([O-])c3ccccc32)cc1,27%,-1%,13%,16%,-8%,0%,1%,11%,nt
CC(C)CSc1ncnc2c1oc1nc3c(cc12)COC(C)(C)C3,66%[activator],1%,16%,6%,11%[12.7 µM],-2%,-4%,1%,5%
O=C(CSc1nnc(-c2ccco2)o1)c1ccc(O)cc1O,34%,-4%,29%,40%[activator],9%,-1%,-18%,-8%,8%

# Part of the list above, with values under each structure:
# The line under a structure holds: HP1b binding inh	PGK inhibitor	Pol iota inh	Pin1 inhibitor	G9a inh	BLM helicase inh	BAZ2B block	JMJD2A Tudor inh	GLS inh
> CC(OC(=O)c1ccccc1O)C(=O)Nc1cccc(Cl)c1 (stereo not given)
 : 41%[activator]	7%	6%	4%	-17%	-10%	-3%	-3%	4%
> CC(C)CSc1ncnc2c1oc1nc3c(cc12)COC(C)(C)C3
 : 66%[activator]	1%	16%	6%	11%[12.7 µM]	-2%	-4%	1%	5%

# Further structures follow:
SMILES,HP1b binding inh,PGK inhibitor,Pol iota inh,Pin1 inhibitor,G9a inh,BLM helicase inh,BAZ2B block,JMJD2A Tudor inh,GLS inh
O=C(c1ccccc1F)N1C(=O)c2cccc3cccc1c23,37%,-13%,-3%,-1%,10%,-5%,-19%,-1%,-13%
O=C(COc1ccccc1)NCC(=O)N1CCCC(C(F)(F)F)C1 (stereo not given),32%,-8%,16%,-4%,nt,nt,nt,-5%,-8%
COC1=C(OC)C(=O)C(CCCCCCCCCCO)=C(C)C1=O,nt,nt,nt,nt,?,2%&-19%,50µM*,nt,0%
N#Cc1cc2ccccc2nc1SCC(=O)Nc1ccccc1N1CCOCC1,39%[activator],i,-9%,-1%,1%,2%,-5%,3%,-2%
CCCc1[nH]c2ccc(C(=O)OC)cc2c1CCC,-3%,-1%,37%[activator],-2%,?,-11%,?,?,3%
CCOC(=O)c1sc(=NC(=O)c2c(F)cccc2F)n(C)c1C,16%[57 µM],-5%,-7%,-3%,33%[activator],-3%,-1%,2%,18µM*
CCS(=O)(=O)c1ccc(C(=O)NC)c(Cl)c1Cl,34%,-3%,10%,-8%,-7%,0%,-34%,-12%,7%

# Screening data deposited in PubChem BioAssay by National Center for Advancing Translational Sciences (NCATS).
